High-throughput results as filed in PubChem.
HepG2 viability – qHTS for Inhibitors of TGF-b: Cytotox Counterscreen; HepG2 CAGA-GFP viability, ATP luminescence, 18 h; Potency, µM (series often up to 46.1 µM), for inactives: at the top dose activity change, negative = cytotoxicity, hits mostly cytotoxic; 0.76% of 410,000 active; further: potency means the concentration at half of the fitted maximal effect; some results filed as inactive show a strong effect at the top dose
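CellTiter-Glo luminescence gave cytotoxicity after 18 hours at 37 degrees C. The cells were HepG2 CAGA-GFP in 1% FBS DMEM, stimulated with 500 pg/mL TGF-beta after compound addition. %Activity was normalised to no-cell wells (complete cell-killing) and DMSO (no toxicity), and curves were fitted and classified.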
Abeta yeast res – qHTS for compounds that reverse cellular toxicity of Amyloid beta (A-beta) peptide in yeast: Primary Screen | AID 1347071, 2019 | 0.063% of 410,000 active | Potency, µM (titrated, usually from 46.1 µM), without a hit: top-dose growth rescue, most hits filed as activators | yeast expressing A-beta42, growth rescue, OD600, 48 h; response scale: 0% DMSO, 100% iron-clioquinol control; further: potency means the concentration at half of the fitted maximal effect; nearly all actives have a fitted effect of over 55% in size
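Yeast A-beta toxicity model in growth medium with pinned compounds, 48 h at 30 C; growth read as absorbance at 600 nm. Normalized to FeCl3/clioquinol equimolar mix (positive) and DMSO (negative).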
TGFb SMAD3 inh – qHTS for Inhibitors of TGF-b | HepG2 CAGA-GFP TGF-b/SMAD3 reporter, GFP fluorescence, 18 h; TGF-beta stimulated, 500 pg/mL final | Potency, µM (titrated, usually from 46.1 µM), for the others: at the highest dose activity, negative = inhibition, usual class: inhibitors | 1.2% of 410,000 active | AID 588855, 2011; further: potency means the concentration at half of the fitted maximal effect; on the % scale 0 is the no-effect control and ±100 the full control effect; nearly all actives have a fitted effect of over 65% in size
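TGF-beta reporter screen: HEPG2 CAGA-GFP, 1% FBS, 500 pg/mL TGF-beta final, 18 h; per-cell GFP summed per well; curves fitted and categorized by class.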
Nrf2 ARE act – qHTS of Nrf2 Activators; 0.31% of 410,000 active; Potency, µM (highest dose often 46.1 µM), inactives show at the highest dose activation, most hits filed as activators; AREc32 ARE-luciferase reporter (MCF7-derived line), luminescence, 24 h; further: potency means the concentration at half of the fitted maximal effect; % of control where 0% means no effect; nearly all actives have a fitted effect of over 65% in size
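AREc32 cells carrying an ARE-driven firefly luciferase, 1000 cells/well in OPTI-MEM with 5% FBS, dosed after overnight attachment and incubated 24 hr at 37 deg C. Steady-Glo luminescence read after 30 min at RT.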
A549 viability – Nrf2 qHTS screen for inhibitors: counterscreen for cytotoxicity | A549 ARE-Fluc cells, CellTiter-Fluor viability, 18-24 h | Potency, µM (series often up to 46 µM), for inactives: at the highest dose activity change, negative = cytotoxicity, usual class: inhibitors | 0.16% of 390,000 active | AID 504648, 2011; further: potency means the concentration at half of the fitted maximal effect; on the % scale 0 is the no-effect control and ±100 the full control effect
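A549 ARE-Fluc cells in 5% FBS OPTI-MEM, 5000 cells/well, rested 2 h then exposed to compounds in concentration-response for 18-24 h at 37 °C. Viability by CellTiter-Fluor fluorescence (Ex 405/Em 525) after 30 min; luciferase luminescence (BugLite, 15 min, RT) read afterwards.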
Nrf2 block – Nrf2 qHTS screen for inhibitors; Potency, µM (series often up to 46 µM), for the others: at the top dose activity change, negative = inhibition, hits mostly inhibitors; 2.1% of 360,000 active; A549 ARE-Fluc reporter, luciferase luminescence, 18-24 h; further: potency means the concentration at half of the fitted maximal effect; on the % scale 0 is the no-effect control and ±100 the full control effect; nearly all actives have a fitted effect of over 60% in size
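Nrf2 activity is the BugLite luminescence, read 15 min after reagent at room temperature, following CellTiter-Fluor cytotoxicity readout (30 min, 37C). Compound titrations were applied for 18-24 h to 5000 A549 ARE_Fluc cells/well in 5% FBS OPTI-MEM.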
CCT modulator – High-Throughput Screening for Modulators of Cytosolic Chaperonin Activity | purified chaperonin ATPase assay, HTRF ADP detection, 30 min | activity change, % (concentration not given with the values), hits read low | 0.3% of 360,000 active | AID 651819, 2012; in the data active means activity change below about -30%; further: on the % scale 0 is the no-effect control and ±100 the full control effect
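Nucleotide hydrolysis assay: TRiC at 20–40 nM final (set by batch activity) with 10 uM ATP, 30 min at 37 °C, in presence of 76 uM compound. Detection by competitive ADP HTRF, 30 min ambient.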
Akt phos inh – HTS Assay for Inhibitors of Akt Phophorylation: Primary Screen | Neuro2A IGF-stimulated pAkt S473 HTRF, 20 min; hits give low values | activity change, % for hits at 50 µM | 0.32% of 360,000 active; in the data active means activity change below about -80%; inconclusive means mostly about -51% to -80%; further: on the % scale 0 is the no-effect control and ±100 the full control effect
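Single-point screen (50 µM final compound) in Neuro2A cells stimulated 20 min with 6 nM IGF at 37 deg C. After lysis, Ser473-phosphorylated Akt read by HTRF (ex 330 nm, em 615/665 nm) as the 665/615 ratio.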
MmCpn inh – Inhibitors of TCP-1 ring complex (TRiC) of Methanococcus maripaludis (MmCpn): qHTS. 0.031% of 330,000 active. purified Mm-Cpn ATPase, ADP Transcreener TR-FRET. Potency, µM (titrated, usually from 76.9 µM), inactives show at the highest dose activity, negative = inhibition, actives largely listed as inhibitors. Chaperonin Mm-Cpn (Methanococcus maripaludis). AID 504842, 2011; further: potency means the concentration at half of the fitted maximal effect; on the % scale 0 is the no-effect control and ±100 the full control effect; nearly all actives have a fitted effect of over 80% in size
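Compound-treated chaperonin, 25 nM final, turns over 10 uM ATP at 37°C for 30 min following a 10 min preincubation; ADP generated competes with ADP-d2 for Eu-cryptate antibody, lowering FRET.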
* = called active by the depositor; i = inactive; ? = inconclusive; nt = no result given; & = joins results of further samples; [ ] = remark or other dose. Unless noted, the call rests on the fitted dose curve; in most records, active means well fitted curve in the direction sought with a large enough effect; inconclusive means small, poorly fitted or top-dose-only effect, or another doubt; inactive means no such curve, though single readings can be large; an effect the other way counts as inactive or inconclusive. This is a random part of the collection, and some 4.3% of all compounds hit somewhere here.

Results follow in this order: HepG2 viability, Abeta yeast res, TGFb SMAD3 inh, Nrf2 ARE act, A549 viability, Nrf2 block, CCT modulator, Akt phos inh, MmCpn inh
- CCOC(=O)/C(=N/Nc1ccc(C)cc1)S(=O)(=O)c1ccc(Cl)cc1
  4%, 6%, 0%, 4.5%, -19%, ?, 1.5, i, ?
- Cc1nn(C)c(C)c1S(=O)(=O)N1CCC(C(=O)NC2CCCCCC2)CC1
  -2%, 0%, 0%, -0.2%, 1%, 1%, -1.7, i, 1%
- Cc1ccc(S(=O)(=O)NC(=O)Nc2cccc([N+](=O)[O-])c2)cc1
  -2%, 3%, 0%, 0.2%, -6%, 0%, -0.8, i, -1%
- C#CCOCCOCCOCCNc1nc(N2CCN(C(=O)Cn3cc(CCO)nn3)CC2)nc(N2CCN(C(=O)[C@H](CCCCN)n3cc(CCCC)nn3)CC2)n1
  4%, 14%, 5%, 0.3%, -5%, 7%, -2.2, i, nt
- Cc1ccc(NS(=O)(=O)c2cccc(C(=O)Nc3c(C)n(C)n(-c4ccccc4)c3=O)c2)cc1
  -7%, 12%, -2%, 0.1%, -2%, 15%, -0.1, i, 0%
- COc1ccc(CC2=CC(=O)c3ccccc3C2=O)cc1
  -102%, -92%[inhibitor], ?, 8.0%, -5%, -3%, 0.7, i, -5%
- COc1cc(/C=C(/C#N)C(=O)c2c(C)[nH]c3ccccc23)ccc1OCC#N
  -59%, 15%, -8%, 4.5%, 11%, 1%, 2.8, i, -2%
- c1ccc2c(N3CCCCC3)ncnc2c1
  -14%, 7%, -16%, -1.1%, -24%, ?, 0.1, i, -1%
- COCCN(CCOC)c1ncc(Cl)c(C(=O)c2c(C)cc3ccccn23)n1
  -13%, 9%, -18%, 1.8%, -30%, ?, -2.5, i, 1%
- CCN1CCN(c2cc(C)c3cc(NC(=O)c4cncc(Br)c4)ccc3n2)CC1
  -47%, -3%, -2%, 6.1%, ?, -13%, -1.2, i, -17%
- COc1ccc(NC(=O)C2(C)Cc3c(-c4ccc(N(C)C)cc4)ccnc3O2)cc1 (stereo unspecified)
  -12%, -8%, 1%, 0.9%, nt, nt, -0.9, i, nt
- Cc1nnc(SCC(=O)Nc2nccs2)n(N)c1=O
  -2%, 6%, -23%, 3.4%, 1%, 2%, -1.2, i, 3%
- O=C1NC(=S)SC1=Cc1ccc(Cl)cc1
  -30%, -19%, ?, 11%, ?, -16%, -1.2, i, nt
- CCSc1nnc(NC(=O)CCNS(=O)(=O)c2cc(Br)cnc2N)s1
  -19%, 10%, ?, 0.4%, -4%, 5%, -2.2, i, -4%
- CCOc1ccc(C(=O)NCC2CCCO2)cc1OCC (stereo unspecified)
  -5%, 0%, -3%, -0.1%, -4%, 1%, 0.0, i, -1%
- COc1ccc(-c2ccc(/C=N/NC(=O)Cc3nnc(N)s3)o2)cc1Cl
  -18%, 6%, -8%, 3.2%, 13%, 5%, -4.7, i, -1%
- O=C(c1ccc(Cl)cc1)N1CCN(CCc2ccncc2)CC1
  6%, -12%, 5%, -0.1%, 1%, 19%, nt, nt, nt
- CC(C)NS(=O)(=O)c1ccc(CCC(=O)NCc2ccncc2)cc1
  18%, -6%, -1%, -0.8%, 4%, 21%, 0.6, i, 0%
- CC(C)C1Cc2nc(Cl)c(C#N)cc2CO1 (stereo unspecified)
  -7%, 8%, -10%, 0.3%, 0%, 7%, 0.5, i, 1%
- O=C(Nc1cccc(S(=O)(=O)NC2=NCCC2)c1)c1ccccc1
  -11%, 8%, -14%, -0.9%, 0%, -20%, -0.3, i, 0%
- O=C(Cc1c(F)cccc1Cl)NNC(=O)c1ccco1
  9%, 8%, 10%, -0.5%, 2%, 0%, 0.0, i, 2%
- COc1ccc(C)cc1NC(=O)Cn1cc(S(=O)(=O)Cc2ccccc2Cl)c2ccccc21
  -3%, -5%, -21%, 5.5%, -7%, -2%, nt, nt, nt
- O=C(Nc1ccc(-n2cccn2)cc1)C1CCN(Cc2ccccn2)CC1
  4%, -11%, 9%, -0.1%, -5%, -1%, 0.4, i, 1%
- O=C(/C=C/[C@H]1O[C@@H](n2ccc(=O)[nH]c2=O)[C@H](O)[C@@H]1O)N1CCN(CCc2ccccc2)CC1
  -5%, -1%, -22%, -0.8%, nt, nt, -2.0, i, nt
- COc1ccc(-c2nc(SCC(=O)Nc3cccc(C(C)=O)c3)n[nH]2)cc1
  -2%, -6%, ?, 5.2%, 13%, nt, nt, nt, nt
- O=C(Oc1ccc(-c2csnn2)cc1)c1cccs1
  7%, -1%, -3%, 0.3%, 1%, 25%, -1.5, i, 1%
- C[C@H](NC(=O)[C@@H]1Cc2ccccc2CN1C(=O)OC(C)(C)C)C(=O)NC1CCCC1
  9%, 14%, 16%, 0.0%, 2%, -7%, -1.8, i, 0%
- CCOC(=O)COc1c(OC)cc(Cl)cc1C1Nc2ccccc2C(=O)N1c1cccc(C)c1 (stereo unspecified)
  -58%, -7%, -22%, 0.9%, -11%[1.84 µM], -7%, -2.7, i, -5%
- C=CCN(c1ccccc1)S(=O)(=O)c1cccc(C(=O)Nc2ccncc2)c1
  -18%, -7%, -23%, 5.1%, -7%, ?, -2.8, i, -1%
- COc1ccc(C(=O)Nc2ccc3c(c2)CCCN3S(=O)(=O)c2ccc(C)cc2)cc1
  -15%, -3%, ?, 0.8%, 0%, nt, nt, nt, nt
- Cc1cccc(N2CCN(C(=O)CCC(=O)N3CC(C)Oc4ccccc43)CC2)c1C (stereo unspecified)
  -29%, -11%, -15%, 2.1%, 0%, 18µM*, 1.1, i, 0%
- S=C(NCCCN1CCOCC1)Nc1ccc(Cl)cc1
  8%, 22%, -26%, -0.7%, 0%, 15%, -0.4, i, 1%
- CC1(C(=O)NS(=O)(=O)c2cccc(F)c2)CCN1C(=O)c1cccc(F)c1 (stereo unspecified)
  2%, -3%, 12%, -0.1%, nt, nt, -1.3, i, nt
- O=C1c2ccccc2C(=O)N1CCC#Cc1ccc2cc(CCO)oc(=O)c2c1
  6%, -6%, 9%, -0.2%, 3%, ?, -0.3, i, 0%
- CC1(C)C2CCC1(CS(=O)(=O)Nc1ccc(S(=O)(=O)NC3CCCCC3)cc1)C(=O)C2 (stereo unspecified)
  -9%, 3%, ?, 0.2%, -15%, ?, -0.1, i, 3%
- COc1ccc(CC(N)c2csc(NC(=O)c3ccccc3)n2)cc1 (stereo unspecified)
  -35%, -7%, -7%, 4.7%, nt, nt, -0.8, i, nt
- COc1ccc(OC)c(CNC(=O)CCC(=O)N2Cc3ccccc3Oc3ncccc32)c1
  -3%&-25%, 4%&-9%, 13%&-2%, -0.3%&-0.1%, -3%&14%, ?, 0.9, i, 0%
- O=C(Nc1ccc2c(c1)Cc1ccccc1-2)c1ccncc1
  -22%, 4%, 0%, 3.8%, -5%, -2%, -0.6, i, -1%
- Cc1ccc(Cc2c(C)nc3nc(SCC(=O)NCCN4CCOCC4)nn3c2C)cc1
  -10%, 4%, 23%, 0.2%, 8%, -22%, -1.8, i, 1%
- O=C(Oc1ccc([N+](=O)[O-])cc1)c1cccnc1
  4%, 0%, 8%, -0.8%, -2%, 2%, 2.2, i, -8%
- Cc1cc(C)cc(-n2nnnc2SCC(=O)Nc2nc(-c3ccc(Cl)cc3)cs2)c1
  -11%, -1%, -13%, 0.0%, ?, ?, -0.3, i, -3%
- CCC(=O)Nc1nnc(SCC(=O)N2c3ccccc3CC2C)s1 (stereo unspecified)
  -4%, 5%, 15%, -0.6%, 3%, -13%, 1.1, i, 2%
- CN(c1ccccc1C(=O)NCc1ccccn1)S(C)(=O)=O
  10%, -14%, 9%, -0.6%, 1%, 0%, 1.8, i, 1%
- CC(=O)c1cccc(NC(=O)c2ccc3c(c2)OCO3)c1
  0%, 6%, 19%, 3.5%, 2%, ?, 1.4, i, 3%
- CCc1ccc(CN2CCN(C(=O)c3cccc(OC)c3OC)CC2)cc1
  -33%, -8%, -12%, 0.1%, -12%, ?, -0.3, i, -2%
- Cc1ccc(OCC(=O)Nc2ccc(S(=O)(=O)Nc3cc(C)nc(C)n3)cc2)c(C)c1
  4%, 1%, 1%, 0.4%, -3%, -1%, -2.5, i, 0%
- CN(CCOc1ccc(Cl)cc1)C(=O)c1cccc(S(=O)(=O)N2CCN(Cc3ccccc3)CC2)c1
  -4%, 4%, ?, 0.3%, -10%, 8.2µM*, 2.5, i, nt
- COc1ccc(NC2=CC(=O)CC(C)(C)C2)cc1OC
  -2%, -6%, -1%, 0.2%, -4%, 2%, -3.8, i, 0%
- Cc1ccc2c(c1)-c1c(cnn1CC(=O)NC(C)CCc1ccco1)CO2 (stereo unspecified)
  -20%, 1%, -8%, 3.0%, 11%, -1%, -2.8, i, -2%
- CCOC(=O)C1=C(c2ccccc2)NC(SCC(=O)Nc2cccc(C)c2)=C(C#N)C1c1ccco1 (stereo unspecified)
  -33%, 18%, -19%, 1.2%, 13µM*, ?, 1.9, i, -1%
- O=C(CSc1nc2c([nH]c3ccccc32)c(=O)n1-c1cccc(C(F)(F)F)c1)N1CCCC1
  -34%, -14%, -15%, -0.3%, 10%, nt, nt, nt, nt
- CC(C)Nc1ncnc2c1ncn2[C@H]1CN(CCN2CCOCC2)C[C@@H](CO)O1
  -1%, 0%, -4%, 0.0%[9.22 µM], nt, nt, -0.2, i, nt
